High-throughput results from PubChem.
Lamin A splicing = LMNA splicing modulation. HeLa LMNA splicing GFP/RFP minigene ratio, 48 h. Potency, µM (doses to about 46.1 µM), for the others: at the highest dose ratio change, negative = inhibition, hits mostly inhibitors. hit rate 0.01% among 200,000; active = well fitted inhibition curve with a large enough effect in the signal ratio, with a control signal flat, not every such curve was filed as active; inconclusive = small, poorly fitted or top-dose-only effect, or effect the other way, or a change in a side signal; the % refers to the signal ratio; note: potency is the fitted concentration of half-maximal effect; % is set by controls: 0 for no effect and ±100 for the full control effect
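S3 HeLa stable clones carrying a lamin A-EGFP splicing minigene plus DsRed2 were seeded at 600 cells/well in Opti-MEM with 2% FBS, pin-dosed and incubated 48 h at 37°C. Acumen cytometry (488 nm) gave the GFP/RFP total-intensity ratio.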
NPSR antag = antagonists of human neuropeptide S receptor cAMP signaling; Q6W5P4; CHO-NPSR cells, cAMP TR-FRET, antagonist mode; Potency, µM (doses to about 38.3 µM), inactives show top-dose activity change, negative = inhibition, most hits filed as inhibitors; hit rate 1% among 220,000; AID 1461; note: potency is the fitted concentration of half-maximal effect; % is set by controls: 0 for no effect and ±100 for the full control effect; nearly all actives have a fitted effect of over 50% in size; many of its hits are not listed in these tables
Target sequence (Q6W5P4 whole entry, looked up): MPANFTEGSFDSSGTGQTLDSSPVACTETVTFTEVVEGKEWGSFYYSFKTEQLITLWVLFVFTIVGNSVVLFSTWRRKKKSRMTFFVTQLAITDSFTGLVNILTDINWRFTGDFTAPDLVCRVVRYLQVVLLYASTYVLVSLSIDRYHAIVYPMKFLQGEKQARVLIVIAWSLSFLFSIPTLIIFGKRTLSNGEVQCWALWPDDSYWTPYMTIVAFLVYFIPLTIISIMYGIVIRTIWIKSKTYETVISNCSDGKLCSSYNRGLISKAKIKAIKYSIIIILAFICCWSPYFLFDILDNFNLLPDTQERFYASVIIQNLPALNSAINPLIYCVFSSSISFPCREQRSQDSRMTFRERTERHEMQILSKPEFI
Epigenetic derep = derepresses silenced GFP reporter in murine cells; hit rate 0.2% among 280,000; murine LDR cells, GFP reporter derepression, 30 h; Potency, µM (doses to about 53.9 µM), without a hit: at the top dose GFP activation, usual class: activators; note: potency is the fitted concentration of half-maximal effect; % of control where 0% means no effect; nearly all actives have a fitted effect of over 60% in size
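Derepression of a silenced CMV-GFP reporter in murine LDR cells is scored by enumerating GFP-positive cells with a laser-scanning microplate cytometer after 30 hours of treatment at 37 C.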
aGal spleen mod = alpha-galactosidase A (human) modulation. human spleen homogenate, 4MU-alpha-Gal fluorescence, 40 min. Potency, µM (series often up to 80 µM), inactives show at the highest dose activity change, negative = inhibition, actives largely listed as inhibitors. hit rate 0.008% among 240,000;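 note: potency is the fitted concentration of half-maximal effect; 0% = enzyme with vehicle and -100% = no enzyme basal signal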
Target sequence (P06280 32-429 limits assumed): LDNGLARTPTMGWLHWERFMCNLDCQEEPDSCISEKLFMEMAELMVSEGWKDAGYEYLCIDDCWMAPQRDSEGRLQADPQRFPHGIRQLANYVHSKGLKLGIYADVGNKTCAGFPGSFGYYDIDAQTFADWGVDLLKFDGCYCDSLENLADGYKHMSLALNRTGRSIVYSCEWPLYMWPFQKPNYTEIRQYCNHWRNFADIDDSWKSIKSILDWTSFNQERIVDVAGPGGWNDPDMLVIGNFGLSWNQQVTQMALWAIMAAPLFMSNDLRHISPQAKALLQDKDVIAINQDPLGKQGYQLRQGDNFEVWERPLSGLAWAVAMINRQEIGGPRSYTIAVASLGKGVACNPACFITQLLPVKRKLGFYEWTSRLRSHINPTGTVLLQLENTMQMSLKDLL
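Inhibition or activation of alpha-galactosidase in human spleen homogenate is scored by 4-MU fluorescence after 40 min at 37C, pH 5.0, with 1 mM substrate. AC50s come from concentration-response fitted to the Hill equation.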
CBFb RUNX1 block = blocks binding between human CBF-beta and RUNX1; Q01196+Q13951; AlphaScreen CBFb-His/RUNX1-biotin binding, biochemical; Potency, µM (titrated, usually from 59.8 µM), for inactives: at the highest dose activity, negative = inhibition, usual class: inhibitors; 230,000 tested, under 10 active; AID 1477; note: % of control where 0% means no effect
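Compounds were screened at multiple concentrations against a preformed CBF-beta(His)/RUNX1(biotin) complex (30 nM of each) for 15 min at room temperature, followed by 90 min with nickel and streptavidin beads and AlphaScreen reading.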
IMPase Li inh = membrane-permeable IMPase blocker, potentiated with lithium | CHO-M1 cells, IP1 TR-FRET (IP-One), carbachol + lithium | AID 1457 | Potency, µM (highest dose often 59.4 µM), for the others: at the top dose activity, negative = IMPase inhibition, usual class: inhibitors | hit rate 0.35% among 210,000;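 note: IP1 builds up when IMPase is blocked and the TR-FRET signal falls; potency is the fitted concentration of half-maximal effect; plate controls were basal vehicle for no effect and high inhibitor control for full effect; nearly all actives have a fitted effect of over 50% in size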
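CHO-M1, 2000 cells/well, 16–30 h culture; cpd + low Li+, 30 min 37C; lysis with d2-IP1/Eu-anti-IP1 Ab, 10 min RT; TR-FRET 665/620 ratio and 620 channel; AC50 via Hill.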
KinaseGlo FLuc = Kinase-Glo luciferase inhibition (counter-screen) | Q27757 | AID 1379 | Kinase-Glo luciferase, ATP luminescence, 8 min | Potency, µM (top dose mostly 38.3 µM), inactives show at the highest dose activity change, negative = inhibition, most hits filed as inhibitors | hit rate 0.28% among 200,000; note: potency is the fitted concentration of half-maximal effect; % is set by controls: 0 for no effect and ±100 for the full control effect; nearly all actives have a fitted effect of over 60% in size
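Inhibition of Kinase-Glo luciferase light generation was assessed at 10 uM ATP in pH 7.2 imidazole buffer, with luminescence measured after eight minutes at ambient temperature.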
* marks the source's active call; other numbers are inactive results; ? = inconclusive; . = not tested or not shown; [ ] = dose if it differs, or a comment. Unless noted, calls come from the whole dose curve; as a rule, active = well fitted curve in the direction sought with a large enough effect; inconclusive = small, poorly fitted or top-dose-only effect, or another doubt; inactive = no such curve, though single readings can be large; an effect the other way counts as inactive or inconclusive.

Second line of a record – Lamin A splicing | NPSR antag | Epigenetic derep | aGal spleen mod | CBFb RUNX1 block | IMPase Li inh | KinaseGlo FLuc
> Cc1ccc(NC(=O)C2CCCN(S(=O)(=O)c3cnc[nH]3)C2)cc1C (centres undefined)
 : -5% | 2%[46.1 µM] | -0.8% | -1% | 17% | 8%[38.3 µM] | 4%
> Cc1cc(OCC(O)CN)ccc1Cl (centres undefined)
 : . | 11% | -2.6% | -10% | 10% | -12% | -2%
> O=C(O)C1CC=CCC1C(=O)NC12CC3CC(CC(C3)C1)C2 (centres undefined)
 : -8% | -1%[46.1 µM] | -1.1% | -11% | 13% | 46%[activator][38.3 µM] | 4%
> COc1ccc(CNC(=O)CCSc2ccc(F)cc2)cc1OC
 : . | -5% | -2.7% | -2% | -2% | 3% | -2%
> O=C(Nc1ccc(Cl)cc1F)C1CCN(S(=O)(=O)c2cccnc2)CC1
 : -3% | -4%[46.1 µM] | 0.0% | 4% | -2% | 22%[38.3 µM] | -5%
> Cc1ccc(-c2nc(N/N=C/c3ccccc3[N+](=O)[O-])c3ccccc3n2)cc1
 : ? | -5%[46.1 µM] | -1.1% | 6% | -5% | -2%[38.3 µM] | -29%
> COc1cc(C(=S)N2CCCC2)cc(Cl)c1O
 : 18% | 0%[46.1 µM] | 0.0% | -2% | -1% | 38%[activator][38.3 µM] | 2%
> C=C(CCC12O[C@H](C(=O)O)[C@@](O)(C(=O)O)[C@](C(=O)O)(O1)[C@H](OC(=O)/C=C/[C@@H](C)C[C@@H](C)CC)[C@H]2O)[C@@H](OC(C)=O)[C@H](C)Cc1ccccc1
 : . | . | 2.5% | -1% | 14% | -2% | 2%[39.9 µM]
> CNCC[C@@H](Oc1ccccc1C)c1ccccc1
 : . | . | 1.1% | -14% | -9%[21.7 µM] | 36%[activator] | -3%
> CCC(C)N1C(=O)CCC1C(=O)NCc1ccc2c(c1)OCO2 (centres undefined)
 : -1% | 3%[46.1 µM] | 2.7% | -3% | 7% | 8%[38.3 µM] | 15%
> Cc1c(C)c(C)c2[nH]c(=S)[nH]c2c1C
 : . | -27% | 3.1% | 0% | -3% | . | .
> COc1ccccc1CC(=O)Nc1ccc(-c2nnc(-c3ccco3)o2)cc1
 : ? | ? | -0.8% | -3% | -6% | -11%[38.3 µM] | -6%
> O=C(NCCCN1CCOCC1)c1ccc(Br)s1
 : -1% | -10%[46.1 µM] | -2.1% | -2% | 10% | 27%[38.3 µM] | 0%
> Cc1nn(-c2ccccc2)c2sc(C(=O)OC3CCOC3=O)cc12 (centres undefined)
 : -7% | -30%[46.1 µM] | 0.0% | 7% | 4% | 9%[38.3 µM] | 4%
> Cc1ccccc1N1OC2C(=O)N(c3ccc(F)cc3)C(=O)C2C1c1ccccn1 (centres undefined)
 : 3% | -9%[46.1 µM] | -0.8% | 3% | 3% | 12%[38.3 µM] | 3%
> COc1cccc(/C=N/n2cnnc2)c1OCc1ccccc1
 : 6% | -10%[46.1 µM] | 2.4% | 4% | 2% | 22%[38.3 µM] | 16%
> O=C(Cc1ccccc1Cl)Nc1nc2ccccc2[nH]1
 : . | 18% | 2.8% | -1% | -5% | . | .
> COC(=O)c1cc2occc2n1Cc1ccc(Cl)cc1
 : 8% | -25%[46.1 µM] | 1.8% | -4% | -4% | 19%[38.3 µM] | 3%
> O=C(c1c[nH]c2ccccc12)N1CCN(Cc2ccccc2)CC1
 : ? | 7% | -0.4% | 10% | 8% | -11% | -1%
> NC(=O)C1CCN(C(=O)Cc2ccc([N+](=O)[O-])cc2)CC1
 : ? | 12% | -0.9% | -7% | 1% | 0% | -1%
> CCCn1nc2cc(C(=O)NC3CCc4ccccc43)ccc2c1OCC (centres undefined)
 : 0% | -15%[46.1 µM] | -2.3% | 5% | 4% | 6%[38.3 µM] | 4%
> COc1ccc2c(Cl)c(C(=O)NCc3ccco3)sc2c1
 : 3% | -17%[46.1 µM] | 0.7% | -19% | -6% | 22%[38.3 µM] | -6%
> Cc1cnc(C(=O)OCC(=O)Nc2cccc(S(=O)(=O)N3CCCCC3)c2)cn1
 : 0% | 17% | 0.0% | -1% | -5% | 1% | -2%
> Cc1noc(C)c1C(=O)N1CCC2(CCCN(Cc3ccccc3)C2)CC1
 : . | . | . | -7% | . | 20% | 1%
> O=C(COc1cccc(Oc2ccccc2)c1)Nc1ccc(SC(F)F)cc1
 : 0% | -11%[46.1 µM] | 2.1% | 0% | 28% | 16%[38.3 µM] | 3%
> Cc1ccccc1-c1cncnc1NCc1cccs1
 : -2% | . | . | 4% | . | 4% | .
> O=C(NCC(=O)N(Cc1ccccc1)C(C(=O)NCC1CCCO1)c1ccccc1)c1cccs1 (centres undefined)
 : -13% | 1%[46.1 µM] | -4.8% | 2% | 12% | 10%[38.3 µM] | 2%
> CN(C)S(=O)(=O)c1ccc(C(=O)Nc2ccnn2C2CCCCC2)cc1
 : ? | -3%[46.1 µM] | -0.2% | 6% | 3% | 1%[38.3 µM] | 0%
> CCO[C@@H]1OC(C(=O)NCc2nc3ccccc3[nH]2)=C[C@H](c2cn(C(C)=O)c3ccccc23)[C@H]1CCCO
 : . | 46% | 0.0% | 6% | 6% | 18% | .
> O=C(CSCc1ccc(Cl)cc1)Nc1ccccc1C(=O)N1CCOCC1
 : 1% | -10%[46.1 µM] | -0.9% | -6% | 3% | . | .
> O=C(c1cnccn1)N1CCC2(CCCN(Cc3ccncc3)C2)CC1
 : . | . | . | 1% | . | 22% | -3%
> OC1(CN2CCOCC2)C2CN3CCN(C2)CC1(c1ccccc1)C3 (centres undefined)
 : 0% | 7%[46.1 µM] | -0.8% | -1% | 17% | 10% | 0%
> COc1ccc(NC(=O)c2cc(S(=O)(=O)N(Cc3ccccc3)c3ccccc3)ccc2Cl)cn1
 : ? | -18% | 0.1% | 3% | 0% | 13% | -1%
> NC(=O)C1(N2CCCCC2)CCN(C(=O)CSc2nc3ccccc3[nH]2)CC1
 : -4% | -8%[46.1 µM] | 0.2% | 5% | -6% | -1% | -3%
> CCOC(=O)c1ccc(NC(=O)N2CCN(C(=O)C3CCCO3)CC2)cc1 (centres undefined)
 : -3%[46 µM] | 9% | -4.2% | -9% | 7% | 3% | -3%
> Fc1ccc(NC(=S)N2CCOCC2)cc1Cl
 : ? | 10% | -1.2% | -7% | 0% | 3% | 1%
> O=C(NCC1CC1)c1ccc(Nc2nc3ccc(Br)cc3[nH]2)cc1
 : ? | -18%[46.1 µM] | -1.7% | 3% | 1% | 2%[38.3 µM] | -6%
> Cc1occc1-c1nnc(SCC(=O)Nc2ccccc2)n1C
 : 14%[46 µM] | -5% | 1.6% | -4% | 6% | 0% | 2%
> CN(Cc1cccc(Cl)c1Cl)C(=O)c1ccc(NC(=O)CC#N)cc1
 : -3% | 16% | -1.0% | -6% | -9% | 2% | -2%
> O=C(CSc1ccccc1)NCc1ccc(F)cc1
 : . | 3% | 0.0% | 1% | -5% | 11% | -3%

Quoted at random: 6 entries already listed, in no set order.
Second line of a record – Lamin A splicing | NPSR antag | Epigenetic derep | aGal spleen mod | CBFb RUNX1 block | IMPase Li inh | KinaseGlo FLuc
> CN(Cc1cccc(Cl)c1Cl)C(=O)c1ccc(NC(=O)CC#N)cc1
 : -3% | 16% | -1.0% | -6% | -9% | 2% | -2%
> O=C(CSc1ccccc1)NCc1ccc(F)cc1
 : . | 3% | 0.0% | 1% | -5% | 11% | -3%
> CCOC(=O)c1ccc(NC(=O)N2CCN(C(=O)C3CCCO3)CC2)cc1 (centres undefined)
 : -3%[46 µM] | 9% | -4.2% | -9% | 7% | 3% | -3%
> Fc1ccc(NC(=S)N2CCOCC2)cc1Cl
 : ? | 10% | -1.2% | -7% | 0% | 3% | 1%
> NC(=O)C1(N2CCCCC2)CCN(C(=O)CSc2nc3ccccc3[nH]2)CC1
 : -4% | -8%[46.1 µM] | 0.2% | 5% | -6% | -1% | -3%
> COc1ccc(NC(=O)c2cc(S(=O)(=O)N(Cc3ccccc3)c3ccccc3)ccc2Cl)cn1
 : ? | -18% | 0.1% | 3% | 0% | 13% | -1%

(further entries)
Second line of a record – Lamin A splicing | NPSR antag | Epigenetic derep | aGal spleen mod | CBFb RUNX1 block | IMPase Li inh | KinaseGlo FLuc
> CCCCCSc1nnc(-c2ccccc2NC(C)=O)c(=O)[nH]1
 : . | -3% | -0.4% | -1% | 5% | -7% | .
> CCCc1n(CC(O)COCc2ccccc2)c2ccccc2[n+]1C (centres undefined)
 : ? | 0% | -3.6% | -5% | 0% | 8% | 4%
> O=C(COc1ncnc2cc([N+](=O)[O-])ccc12)NCCc1ccc(Cl)cc1
 : -10%[46 µM] | -4% | 0.2% | 8% | -5% | -1% | 3%
> O=C(Nc1ccc(Cl)cc1)c1cccnc1N1CCCCC1
 : 6% | -20%[46.1 µM] | -0.2% | 1% | -5% | 18%[38.3 µM] | -7%
> CCN(CC)CCOc1nc(C)nc2c1oc1ccccc12
 : 2% | 9%[46.1 µM] | -0.7% | -16% | -2% | 11%[38.3 µM] | -7%
> COc1ccc(-c2cc(C3CC3)nc3sc(C#N)c(N)c23)cc1
 : -2% | -19%[46.1 µM] | -3.4% | 9% | ? | -5% | 3%
> Cc1cc(C(=O)c2cnc(/N=C/N(C)C)s2)c(F)cc1Cl
 : . | -11% | -1.2% | -4% | 9% | 6% | 1%
> CCN(CC)S(=O)(=O)c1ccc(Cl)nc1
 : 3%[9.22 µM] | 5% | -3.7% | -4% | 5% | -1% | 1%
> COc1ccc(-c2ccc(SCC(=O)Nc3cccc(C(C)=O)c3)nn2)cc1OC
 : . | 14% | 0.8% | 9% | 5% | 4% | -12%

The list is partial, so the mix of outcomes need not match the whole.
